procasp3 activ: procaspase-3 (human) activation | P42574 | activation, % at 8.5 µM | actives 0.11% (n = 330,000) | recombinant procaspase-3 D3A, Ac-DEVD-pNA absorbance 405 nm | AID 463141;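 active = activation above the mean of all tested compounds plus 3 SD, cut at about 21% in these data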;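 also: 0% = DMSO alone and 100% = DMSO wells spiked with extra 5 µM PC-3 D3A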
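Test system: Procaspase-3 D3A mutant; medium: Zinc-free HEPES/NaCl buffer with 0.01% Triton X-100 at pH 7.4; reagent: DEVD-pNA substrate; doses: one concentration, 8.5 µM nominal, 0.8% DMSO; times: 1 h preincubation plus 2 h reaction at 25 °C; signal: Epi-absorbance at 405 nm of released p-nitroaniline, 0 and 120 min; replicates: singlicate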
proCasp7 act: counter-screen for procaspase-3 activators: activators of human procaspase-7; P55210; recombinant procaspase-7, Ac-DEVD-pNA absorbance 405 nm; D23A/D198A/D206A triple mutant, cannot self-cleave; scale: DMSO 0, 5 µM enzyme 100; activation, % at 8.5 µM; actives 0.093% (n = 330,000); AID 463210;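 active = percent activation above the screen-wide mean plus 3 SD, cut at about 25% in these data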
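signal = Epi-absorbance of released pNA at 405 nm, two timepoints | assay system = Uncleavable procaspase-7 mutant enzyme | reagent = Ac-DEVD-pNA substrate, 400 µM as added | times = 1 h enzyme–compound preincubation and 2 h substrate reaction, both 25 °C | benchmarks = low DMSO alone, high DMSO plus 5 µM PC-7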
RPL19A TOR yeast: modulators of TOR pathway RPL19A-GFP in S. cerevisiae | S. cerevisiae RPL19A-GFP strain, flow cytometry, 3 h; stronger effect = lower value | percent response vs DMSO, % at 10 µM | actives 0.3% (n = 330,000) | AID 2025;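 active = percent response vs DMSO below 50%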;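 also: median channel GFP fluorescence of the barcoded RPL19A-GFP strain; ratio of sample median GFP to plate DMSO average so 100% = DMSO; lower means less RPL19A-GFP as with rapamycin TOR inhibition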
AHR act: human AHR activation; AID 2796; actives 2.5% (n = 320,000); AHR-responsive luciferase reporter cells, luminescence; activation, % at 5 µM; P35869; in the data active = activation above about 47%;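 also: 0% = vehicle wells and 100% = reference agonist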
EBNA-1 inhibitor: blocks EBNA-1 binding to DNA | EBNA-1 DNA binding, fluorescence polarization | inhibition, % at 14.8 µM | actives 0.34% (n = 300,000) | AID 1950; in the data active = inhibition above about 28%
LAP4-GFP MLPCN: modulators of TOR pathway LAP4-GFP in S. cerevisiae. S. cerevisiae LAP4-GFP multiplex, flow cytometry GFP, 3 h; median GFP as percent of DMSO wells. GFP response vs DMSO, % at 10 µM. actives 0.34% (n = 320,000);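 active = GFP response vs DMSO above a set limit, about the screen mean plus 3 SD, cut at about 150% in these data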
MEP2-GFP yeast: yeast TOR pathway MEP2-GFP modulation | S. cerevisiae MEP2-GFP strain, flow cytometry GFP, 3 h; 100% = DMSO control level | actives 0.51% (n = 330,000) | GFP response vs DMSO, % at 10 µM;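 active = GFP response versus DMSO above a set limit, roughly screen mean plus 3 SD, cut at about 180% in these data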;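 also: median GFP fluorescence of the barcode-gated MEP2-GFP cells per well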
ZTA DNA inh: blocks Epstein-Barr virus ZTA, an EBNA-1 counter-screen; inhibition, % at 11 µM; AID 2234; actives 0.15% (n = 320,000); ZTA-DNA binding, fluorescence polarization; in the data active = inhibition above about 33%
Starred values were filed as active, the others as inactive; . = no result given; [ ] = another dose, or the depositor's remark.

item	compound	procasp3 activ	proCasp7 act	RPL19A TOR yeast	AHR act
1	O=S(=O)(c1ccc(Cl)c(NC(=S)Nc2cccc(O)c2)c1)N1CCOCC1	-8.6	-19.6	95.7	-0.8
2	CC1CCN(S(=O)(=O)c2ccc3c(c2)c(=O)c(C(=O)N2CCOCC2)cn3C)CC1	3.3	-1.4	100.7	7.2
3	O=C(Nc1ncc(Cc2ccccc2)s1)C1CCCO1 (stereo unspecified)	5.0	0.5	100.2	3.3
4	COc1cccc(CNC(=O)c2cccc(S(=O)(=O)N3CCN(C)CC3)c2)c1	2.5	2.4	102.5	-1.6
5	Cc1cc(N=CC2=C(O)CCCC2=O)no1	-9.9	-18.4	86.1	1.8
6	COc1cccc(CNC(=O)c2n[nH]c3ccccc23)c1	3.2	-3.3	100.1	1.0
7	O=C(CCS(=O)(=O)c1ccc(Cl)cc1)Nc1ccc(N2CCOCC2)cc1	-1.4	2.0	107.1	1.7
8	Cc1ccc(S(=O)(=O)N2CCCCC2)cc1C(=O)NCc1ccccn1	-2.6	8.1	93.0	-0.9
9	O=C1CN(S(=O)(=O)c2ccc(Cl)cc2)CC(=O)N1CCc1ccccc1	2.2	3.7	104.5	1.6
10	CC1CCCCN1S(=O)(=O)c1ccc(N(C(=O)c2cnccn2)C(C(=O)NC2CCCC2)c2cccs2)cc1 (stereo unspecified)	0.1	0.3	101.8	-3.7

item	EBNA-1 inhibitor	LAP4-GFP MLPCN	MEP2-GFP yeast	ZTA DNA inh
1	1.4	119.6	107.8	3.2
2	2.4	97.0	112.9	-2.2
3	7.0	95.6	107.2	2.6
4	-5.8	107.5	99.5	9.7
5	-1.1	81.4	89.5	4.8
6	-4.0	107.4	101.5	-2.2
7	13.3	112.6	108.9	1.9
8	-0.9	87.7	99.9	-13.4
9	5.4	97.1	92.7	-1.7
10	-13.2	102.7	101.4	4.8

item	compound	procasp3 activ	proCasp7 act	RPL19A TOR yeast	AHR act
11	CCC(C)[C@@H](C(=O)Nc1ccc(OC)c(OC)c1)N1Cc2ccccc2C1=O (stereo partly specified)	4.1	-10.9	101.4	7.5
12	N/C(=N\S(=O)(=O)c1cc(C(F)(F)F)cc(C(F)(F)F)c1)c1ccncc1	-7.4	-6.8	97.4[may fluoresce green]	11.3
13	Cc1ccc(N2C(=O)CC(C)CC2=O)cc1	1.5	-0.2	106.2	2.2
14	CN(C)S(=O)(=O)c1ccc(C(=O)OCC(=O)Nc2cccnc2Cl)cc1	-1.5	13.6	92.7	-0.3
15	O=C(NCc1ccccc1)C1CC(=O)N(c2ccc(OCC(=O)N3CCOCC3)cc2)C1 (stereo unspecified)	1.3	-2.5	102.7	-0.2
16	COc1ccc2cc(CCNC(=O)CCc3ccccc3)c(=O)[nH]c2c1	2.7	4.2	99.3	0.7
17	COc1ccc(N2CC(C(=O)N[C@@H](C)C(=O)N3CCCCC3)CC2=O)cc1 (stereo partly specified)	2.3	7.6	97.5	0.6
18	Cc1ccc(-c2cc(C(=O)NC3=NCCS3)c3ccccc3n2)cc1C	3.3	8.9	95.7	15.3
19	COC(=O)c1cc(F)c(-n2cncn2)c(F)c1	-1.9	-1.6	92.6	1.6
20	CCC(CC)NC(=O)CSc1nnc(-c2ccc(OC)cc2)n1C(C)C	3.2	8.4	99.5	0.0

item	EBNA-1 inhibitor	LAP4-GFP MLPCN	MEP2-GFP yeast	ZTA DNA inh
11	3.0	95.2	108.9	-5.9
12	-4.2	99.0[may fluoresce green]	98.1[may fluoresce green]	-12.6
13	4.0	102.5	107.8	-9.7
14	-6.5	103.4	98.4	7.3
15	4.3	106.5	111.5	7.7
16	-5.8	99.2	100.1	-5.7
17	4.0	96.7	95.3	-19.6
18	5.7	108.2	98.2	10.5
19	7.9	91.1	90.5	12.2
20	5.8	100.2	98.3	9.4

One compound at a time, as listed above. Values in the order: procasp3 activ, proCasp7 act, RPL19A TOR yeast, AHR act, EBNA-1 inhibitor, LAP4-GFP MLPCN, MEP2-GFP yeast, ZTA DNA inh
N/C(=N\S(=O)(=O)c1cc(C(F)(F)F)cc(C(F)(F)F)c1)c1ccncc1 reads -7.4, -6.8, 97.4[may fluoresce green], 11.3, -4.2, 99.0[may fluoresce green], 98.1[may fluoresce green], -12.6
COc1ccc(N2CC(C(=O)N[C@@H](C)C(=O)N3CCCCC3)CC2=O)cc1 (stereo partly specified) reads 2.3, 7.6, 97.5, 0.6, 4.0, 96.7, 95.3, -19.6
CCC(C)[C@@H](C(=O)Nc1ccc(OC)c(OC)c1)N1Cc2ccccc2C1=O (stereo partly specified) reads 4.1, -10.9, 101.4, 7.5, 3.0, 95.2, 108.9, -5.9
CN(C)S(=O)(=O)c1ccc(C(=O)OCC(=O)Nc2cccnc2Cl)cc1 reads -1.5, 13.6, 92.7, -0.3, -6.5, 103.4, 98.4, 7.3
Cc1ccc(-c2cc(C(=O)NC3=NCCS3)c3ccccc3n2)cc1C reads 3.3, 8.9, 95.7, 15.3, 5.7, 108.2, 98.2, 10.5

Continuation.
item	compound	procasp3 activ	proCasp7 act	RPL19A TOR yeast	AHR act
21	COc1ccc(CCC(C)Nc2ccc(F)c(F)c2)cc1 (stereo unspecified)	3.0	-8.2	99.5	1.0
22	CCCC(=O)N1CCN(Cc2nc3cc([N+](=O)[O-])ccc3n2C)CC1	-1.6	2.4	101.3	6.3
23	O=C(NCC(c1ccco1)N1CCCC1)c1cn(Cc2ccccc2)nc1-c1ccccc1 (stereo unspecified)	-1.5	-2.6	103.2	3.6
24	COc1cc(C(=O)NCc2ccncc2)cc(OC)c1OC	-6.4	2.5	91.2	38.0
25	C=CCn1nnnc1SCC(=O)Nc1cccc(OC)c1	6.2	16.6	102.4	28.0
26	COc1ccc(N(Cc2cc3ccc(C)cc3[nH]c2=O)S(=O)(=O)c2ccccc2)cc1	12.8	5.2	94.0	20.6
27	CN(Cc1ccccc1)C(=O)c1ccccc1NC(=O)C1=CSCCO1	-2.9	-4.3	107.3	4.6
28	O=C(CCCC(=O)N(c1cccc(F)c1)C(C(=O)NC1CCCC1)c1ccc(O)cc1)Nc1ccccn1 (stereo unspecified)	13.9	-2.4	102.5	-1.4
29	COc1ccc(/C=N\NS(=O)(=O)c2ccc(Br)cc2)cc1COc1ccccc1[N+](=O)[O-]	5.0	-3.9	97.8	2.6
30	CC1CCN(c2ccc([N+](=O)[O-])cc2C(N)=O)CC1	-4.9	3.9	102.4	1.9

item	EBNA-1 inhibitor	LAP4-GFP MLPCN	MEP2-GFP yeast	ZTA DNA inh
21	-6.5	104.2	110.4	7.8
22	-15.2	88.2	101.2	9.6
23	.	95.9	107.5	-8.8
24	-17.8	93.7	92.0	-9.9
25	4.2	94.5	104.8	9.2
26	1.0	97.2	92.8	8.5
27	-8.5	107.2	111.2	4.3
28	-2.2	92.1	100.1	-8.0
29	9.8	98.7	102.6	-4.6
30	10.9	106.5	107.0	12.0

item	compound	procasp3 activ	proCasp7 act	RPL19A TOR yeast	AHR act
31	COc1ccccc1NS(=O)(=O)c1cc(C(=O)NCC2CCCO2)ccc1C (stereo unspecified)	-0.3	2.5	91.3	2.9
32	CC(C)c1ccc(NC(=O)CCNS(=O)(=O)c2cccc3nsnc23)cc1	4.1	-0.7	100.3	2.7
33	CCS(=O)(=O)c1ccc2c(c1)N(S(C)(=O)=O)CC(C(=O)NC1CC1)O2 (stereo unspecified)	-0.3	3.1	100.5	4.5
34	O=C(O)CCCC(=O)NS(=O)(=O)c1ccc(Cl)cc1	8.1	-11.0	101.8	2.3
35	O=C(N/N=C\c1ccc([N+](=O)[O-])o1)c1cncc(Br)c1	-6.4	1.8	96.7	34.5
36	CC(=O)c1c(C)[nH]c(C(=O)COC(=O)CCNS(=O)(=O)c2ccc(C)c(C)c2)c1C	-1.5	5.9	97.0	0.1
37	CCOc1ccc(S(=O)(=O)NCc2ccccn2)cc1	8.9	0.8	108.3	-6.3
38	COc1ccc(NC(=O)CSc2nnc(Cn3c(=O)sc4ccccc43)n2C)c(OC)c1	-5.9	-4.0	95.0	3.0
39	O=C(CN1CCN(S(=O)(=O)c2ccccc2C(F)(F)F)CC1)NCc1cccs1	-6.1	8.7	93.2	0.6
40	Cc1c(N2C(=O)/C(=C\c3cccc4ccccc34)SC2=S)c(=O)n(-c2ccccc2)n1C	-9.2	-14.0	99.0	2.4

item	EBNA-1 inhibitor	LAP4-GFP MLPCN	MEP2-GFP yeast	ZTA DNA inh
31	-4.0	103.0	92.4	0.3
32	9.1	102.0	106.9	0.4
33	-3.2	107.2	101.8	-1.4
34	-3.8	104.7	115.9	-14.4
35	6.9	101.1	94.1	17.1
36	.	96.3	102.6	.
37	5.4	109.5	112.5	6.5
38	-9.8	101.7	97.7	-4.3
39	-0.1	91.7	95.9	-3.4
40	2.6	96.9	96.5	7.1

item	compound	procasp3 activ	proCasp7 act	RPL19A TOR yeast	AHR act
41	Cc1ccc(NC(=O)c2noc(C(C)C)c2[N+](=O)[O-])cc1	2.2	-6.2	107.8	0.7
42	CCC(C)(C)n1nnnc1C(c1cccs1)N1CCCCC1 (stereo unspecified)	-1.3	1.9	100.4	-1.4
43	Cc1nc2ccccc2n1CC(O)c1ccccc1 (stereo unspecified)	4.9	0.9	109.5	-0.8
44	Cc1ccc(-n2c(Cc3cccn3C)nnc2SCC(=O)Nc2cc(C)on2)cc1	-15.7	-16.8	.	0.1
45	CCN(CC(=O)NCc1ccc(F)cc1)C(=O)c1ccc(COc2ccccc2)cc1	-0.3	-5.3	105.0	9.8
46	O=C(Cn1cnc2c(nnn2Cc2ccccc2F)c1=O)OCc1ccccc1	3.9	2.0	101.6	-5.1
47	O=C(CSc1nc2scc(-c3ccccc3)c2c(=O)[nH]1)N1CCCCC1	-0.1	6.6	97.3	-7.5
48	Cc1ccc(CNC(=O)C(=O)NCC2CCCN2S(=O)(=O)c2cccs2)cc1 (stereo unspecified)	-3.5	16.6	99.3	-0.6
49	O=S(=O)(c1ccc(Cl)cc1)N1CCN(c2ncnc3sccc23)CC1	2.1	-8.6	85.1	1.4
50	Cc1nc(NCc2ccccn2)c2c3c(sc2n1)CCCC3	-8.2	3.0	101.1	1.1
51	O=C(Cn1cnc2ccccc21)c1ccc(Br)cc1	5.5	-5.0	98.5	5.1
52	CSc1nc2[nH]ncc2c(=O)n1-c1ccccc1	3.1	3.5	110.0	-1.1
53	COc1ccc(NC(=O)C2=CC(c3ccc(OC)c(OC)c3)=NS(=O)(=O)N2C)cc1	1.7	1.7	110.2	4.7

item	EBNA-1 inhibitor	LAP4-GFP MLPCN	MEP2-GFP yeast	ZTA DNA inh
41	-5.8	97.7	104.2	-4.3
42	-0.8	93.0	94.2	-6.9
43	8.1	96.0	105.8	0.7
44	-6.9	106.8	106.5	-4.6
45	4.0	112.0	103.7	-14.9
46	0.3	86.0	87.8	16.4
47	-2.1	106.5	99.3	-7.3
48	8.8	103.1	91.3	7.0
49	.	104.8	83.4	.
50	1.7	95.8	99.0	4.0
51	-16.6	114.5	98.4	-10.3
52	-6.8	93.2	105.4	-3.3
53	-10.4	117.0	114.4	-5.9

Part of the list above, with values under each structure:
Fields – procasp3 activ | proCasp7 act | RPL19A TOR yeast | AHR act | EBNA-1 inhibitor | LAP4-GFP MLPCN | MEP2-GFP yeast | ZTA DNA inh
(44) Cc1ccc(-n2c(Cc3cccn3C)nnc2SCC(=O)Nc2cc(C)on2)cc1
 : -15.7 | -16.8 | . | 0.1 | -6.9 | 106.8 | 106.5 | -4.6
(45) CCN(CC(=O)NCc1ccc(F)cc1)C(=O)c1ccc(COc2ccccc2)cc1
 : -0.3 | -5.3 | 105.0 | 9.8 | 4.0 | 112.0 | 103.7 | -14.9
